# E-sel inducer – E-selectin induction on HUVECs | HUVEC E-selectin immunofluorescence imaging; normalized: neutral wells 0, TNF-alpha wells 100 | activation, % at 7.58 µM | AID 686992 | 0.37% of 260,000 active;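 active = mean E-selectin-positive cell signal at least 10% of the positive control, reached in at least 60% of replicates, without over 20% cell loss; inconclusive = no rule given, readout overlaps actives, possibly toxicity-flagged; inactive = the rest, including those meeting only one limit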;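 also: in these data hits start at about 27%; measured in HUVEC primary endothelial cells; signal is the percent of cells scored E-selectin positive by PE staining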
# Target sequence (P16581 whole entry, looked up): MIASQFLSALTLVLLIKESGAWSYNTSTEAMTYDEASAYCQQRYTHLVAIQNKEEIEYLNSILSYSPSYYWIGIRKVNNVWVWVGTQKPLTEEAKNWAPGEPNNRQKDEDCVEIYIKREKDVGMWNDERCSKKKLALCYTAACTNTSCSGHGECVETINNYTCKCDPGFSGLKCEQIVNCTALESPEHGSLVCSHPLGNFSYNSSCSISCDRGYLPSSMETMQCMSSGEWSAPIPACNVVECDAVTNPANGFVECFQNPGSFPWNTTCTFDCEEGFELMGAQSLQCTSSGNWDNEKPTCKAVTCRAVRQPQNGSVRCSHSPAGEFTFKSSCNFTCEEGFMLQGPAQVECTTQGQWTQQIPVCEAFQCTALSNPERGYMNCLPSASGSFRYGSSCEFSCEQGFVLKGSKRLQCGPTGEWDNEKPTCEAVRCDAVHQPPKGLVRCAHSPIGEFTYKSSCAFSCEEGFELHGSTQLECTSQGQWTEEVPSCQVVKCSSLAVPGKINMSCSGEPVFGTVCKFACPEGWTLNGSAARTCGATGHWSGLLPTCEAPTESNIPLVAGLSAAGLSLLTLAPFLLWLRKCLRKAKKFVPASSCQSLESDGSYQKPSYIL
#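 Test system – human umbilical vein endothelial cells (HUVEC), E-selectin induction · Input – 3,000 HUVEC seeded per well · Buffer or medium – EGM-2, gelatin · Compound dosing – single-point compound dose · Detection – immunofluorescence imaging · Measure – percent E-selectin-positive cells · Controls – TNF-alpha high, DMSO low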
# PglD inh – inhibitors of Campylobacter jejuni PglD acetyltransferase | purified PglD enzyme, DTNB colorimetric CoA detection | inhibition, % at 12.5 µM | 0.098% of 360,000 active | AID 602405; in the data active = inhibition above about 16%, passing the limit was not always enough; inconclusive = no clear call, values can overlap the other calls; also: strong numbers were not always called active
# S100A4 MyoIIA – inhibitors of human S100A4 binding to myosin IIA peptide. AID 652163. P26447. 0.14% of 360,000 active. inhibition, % at 10.7 µM. S100A4/TAMRA-MyoIIA peptide fluorescence polarization;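 active = mean inhibition of at least 70% across replicates, with every replicate also reaching that level; inconclusive = mean inhibition reaches 70% but some replicates fall short; inactive = mean inhibition below 70%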
# Target sequence (P26447 whole entry, looked up): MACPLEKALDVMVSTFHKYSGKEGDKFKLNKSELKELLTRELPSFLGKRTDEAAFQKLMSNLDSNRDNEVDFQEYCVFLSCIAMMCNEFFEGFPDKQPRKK
#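 Material: S100A4 monomer (human). Medium: Calcium-containing HEPES buffer, pH 7.2. Probe or stimulus: labelled myosin peptide probe, 5 nM. Compound dosing: one concentration per compound. Timing: polarization read 5 min after assay mix addition, stable 5–60 min. Benchmarks: DMSO as neutral control, TFP as positive control.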
# C2C12 statin – protects C2C12 myotubes from simvastatin toxicity; AID 602340; 0.78% of 330,000 active; rescue of ATP level, % at 7.49 µM; ATP luminescence, 48 h; scaled: DMSO 0, geranylgeraniol control 100;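 active = mean ATP rescue above about 67%, or every replicate alone reaching that limit, limit read from the data, passing the limit was not always enough; inconclusive = no clear call, values can overlap the other calls; inactive = mean under the limit and some replicate under it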;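 also: myotubes were challenged with 10 µM simvastatin during compound exposure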
# DENV2 CPE – protects cells from dengue virus 2 cytopathic effect. DENV2-infected cells, cytopathic effect rescue, plate reader. CPE inhibition, % at 9.99 µM. 1.7% of 350,000 active; in the data active = CPE inhibition above about 20%, passing the limit was not always enough; inconclusive = no clear call, values can overlap the other calls; tested in BHK-21 cells;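 also: 0% = median of neutral control wells and 100% = median of positive control wells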
# ERp5 block – blocks human ERp5 reductase activity on insulin; Q15084; ERp5 insulin aggregation, absorbance 650 nm, 90 min; inhibition, % at 9.99 µM; 0.05% of 350,000 active; AID 651711;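 active = mean replicate inhibition above about 25%, with every replicate also reaching it, limit read from the data, passing the limit was not always enough; inconclusive = only one of those two criteria met; inactive = neither criterion met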
# SIRT5 block – inhibitors of human sirtuin-5 desuccinylase; Q9NXA8; AID 652115; 1.1% of 330,000 active; inhibition, % at 15 µM; Purified SirT5, succinyl-peptide AMC, trypsin-coupled fluorescence; in the data active = inhibition above about 15%; inconclusive = no clear call, values can overlap the other calls
# Target sequence (Q9NXA8 whole entry, looked up): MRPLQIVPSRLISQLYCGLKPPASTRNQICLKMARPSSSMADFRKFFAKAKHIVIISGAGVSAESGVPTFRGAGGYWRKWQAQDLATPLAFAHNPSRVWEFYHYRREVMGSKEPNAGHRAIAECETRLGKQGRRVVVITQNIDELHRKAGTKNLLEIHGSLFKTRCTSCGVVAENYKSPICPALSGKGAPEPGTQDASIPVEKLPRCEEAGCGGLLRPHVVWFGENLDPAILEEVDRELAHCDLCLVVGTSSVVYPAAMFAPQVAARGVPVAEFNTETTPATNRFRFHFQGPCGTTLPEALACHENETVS
# Starred values were filed as active, the others as inactive; ? = inconclusive; . = not tested or not shown; & = joins results of further samples. This is a subset. The share of hits here may be higher or lower than overall.
SMILES,E-sel inducer,PglD inh,S100A4 MyoIIA,C2C12 statin,DENV2 CPE,ERp5 block,SIRT5 block
COc1cccc(C2NC(=S)NC(C)=C2C(C)=O)c1 (stereo not drawn),2.0,.,0,.,57*,2,2
CC(=O)N(C1CC(C)C(C#N)(C#N)C1(C#N)C#N)N(C)C (stereo not drawn),-2.4,.,8,.,-3,-3,9
COCCCNC(=O)CCn1c(=O)c2ccccc2n(Cc2cccc([N+](=O)[O-])c2)c1=O,-0.2,6,-4,7,-2,3,29*
CC(C)[C@H](NC(=O)c1ccco1)C(=O)OCC(=O)c1ccc2c(c1)NC(=O)CO2,1.2,.,2,.,-7,0,-2
O=C1CC(c2ccc(F)cc2)c2cc3c(cc2N1)CCC3 (stereo not drawn),0.0,7,-3,.,1,2,2
COc1cc(/C=C2/S/C(=N/S(=O)(=O)Cc3ccccc3)NC2=O)c([N+](=O)[O-])cc1OC,0.5,10,-9,.,5,-9,2
CNC[C@H]1Oc2ccc(NC(=O)CCN3CCOCC3)cc2C(=O)N([C@H](C)CO)C[C@@H]1C,-0.2,0,3,-19,27*,5,-2
CCOc1ccc(NC(=O)CSc2nnnn2-c2ccc(C(N)=O)cc2)cc1,-0.1,-5,-3,-8,-1,0,-1
CCCC#Cc1ccc2c(c1)O[C@H](CN(C)Cc1cccnc1)[C@H](C)CN([C@@H](C)CO)S2(=O)=O,0.2,3,-5,-16,-11,5,1
Cc1onc(-c2c(F)cccc2Cl)c1C(O)c1ccc(F)cc1 (stereo not drawn),4.9,1,-3,.,5,2,0
O=S1(=O)CCOC[C@H](CC2CCCCC2)N1Cc1ccc(F)cc1,.,6,2,-7,3,5,-2
N#C[C@H]1[C@H](c2ccc(C3=CCCC3)cc2)[C@@H](CO)N1c1nc(-c2ccccc2)cs1,-0.5,2,-5,-5,-1,-2,0

# Brought forward from above: 2 entries, followed by the next part.
SMILES,E-sel inducer,PglD inh,S100A4 MyoIIA,C2C12 statin,DENV2 CPE,ERp5 block,SIRT5 block
O=S1(=O)CCOC[C@H](CC2CCCCC2)N1Cc1ccc(F)cc1,.,6,2,-7,3,5,-2
N#C[C@H]1[C@H](c2ccc(C3=CCCC3)cc2)[C@@H](CO)N1c1nc(-c2ccccc2)cs1,-0.5,2,-5,-5,-1,-2,0
O=C(NCc1ccccn1)C(=O)NCC1OCCN1C(=O)c1ccc(Cl)cc1 (stereo not drawn),-0.4,2,0,.,3,-2,-2
COc1ccccc1Cc1c(-c2cccc(Cl)c2)nc2c3ccccc3ccn12,0.0,.,-13,.,-10,-5,-5
CN(C)CCCNC(=O)C[C@@H]1CC[C@@H]2[C@H](COC[C@@H](O)CN2S(=O)(=O)c2ccc(Cl)cc2)O1,0.0,0,.,-9,-1,.,.
Cc1nn(CC(=O)NNC(=O)c2ccc(Br)cc2)c(C)c1[N+](=O)[O-],.,1,1,3,1,-7,2
CC(C)NC(=O)N(C)C[C@@H]1OCCCC[C@H](C)Oc2ccc(NC(=O)Nc3ccc(C(F)(F)F)cc3)cc2C(=O)N([C@H](C)CO)C[C@@H]1C,.,-3,9,.,?,3,4
C[C@@H]1CCCCO[C@@H](CN(C)C(=O)Nc2ccc(F)cc2)[C@H](C)CN([C@@H](C)CO)C(=O)c2cc(NS(=O)(=O)c3ccc(Cl)cc3)ccc2O1,-0.1,11,-25,.,-2,-1,-16
COc1ccc(NC(=O)Nc2cccc3c2O[C@@H](CN(C)S(=O)(=O)c2ccc(F)cc2)[C@H](C)CN([C@@H](C)CO)C3=O)cc1,0.0,-1,.,11,4,.,.
Cc1ccc(C2(C)NC(=O)N(CC(=O)Nc3cc(S(=O)(=O)N4CCCCC4)ccc3OC(C)C)C2=O)cc1 (stereo not drawn),.,1,5,-8,-2,2,-3
CCN(C[C@@H]1[C@@H](c2ccc(-c3ccccc3F)cc2)[C@@H](CO)N1C(C)=O)C(C)=O,0.1,.,17,.,-5,1,1
CSCCC(NC(=O)CCNC(=O)c1ccccc1Cl)c1nc2ccccc2[nH]1 (stereo not drawn),0.7,1,?,5,-8,-1,-2
OC(c1ccccc1)c1ncc(-c2cccc(F)c2)[nH]1 (stereo not drawn),-0.1,1,0,-1,-6,3,.
COc1cc(SC)ccc1C(=O)Nc1ccccn1,.,-2,-7,.,9,-5,-6
COc1ccc(N(C(=O)COc2ccccc2)C2C=CS(=O)(=O)C2)cc1 (stereo not drawn),.,3,0,14,2,0,-5
CC(=O)N(CCCNC(=O)c1ccccc1)C(=O)c1ccccc1,-0.1,-3,3,7,?,-1,-2
COCC(=O)N(C)C[C@@H]1Oc2ncc(C#Cc3ccncc3)cc2C(=O)N([C@H](C)CO)C[C@H]1C,.,1,-14,.,6,7,0
CCCNC(=O)N(C)C[C@@H]1Oc2cc(C#CC3CC3)ccc2S(=O)(=O)N([C@@H](C)CO)C[C@@H]1C,0.0,-2,5,29,-2,-4,-1
N#Cc1c(-c2ccccc2)cc(-c2ccccc2)nc1SCCC(=O)O,0.4,0,-4,-12,4,2,2
Cc1cccc(C)c1NC(=O)C1C(c2ccccc2)=Nc2ccccc2N1C(=O)c1cnccn1 (stereo not drawn),-0.1,.,-2,.,-7,2,.
Cc1cccc(OCC(=O)Nc2ccc(N3CCN(C(=O)c4ccccc4)CC3)cc2)c1C,0.2,4,-1,5,43*,6,-3
COc1ccc(C(O)C(O)(C(=O)OC(C)C)c2ccc(C)cc2)cc1 (stereo not drawn),0.1,.,-5,.,6,2,-1
CC(=O)NCCC(=O)Nc1cc(S(=O)(=O)Nc2ccc(Cl)cc2)ccc1N1CCCC1,.,6,5,15,0,5,-1
O=C(NC1CCCCC1)N1CC(=O)N2[C@H](CO)[C@@H](c3ccc(-c4cccc(F)c4)cc3)[C@H]2C1,0.3,.,0,.,0,-1,9
CCCC(=O)Nc1ccc2c(c1)OC[C@H](C)N(Cc1cccc(F)c1)C[C@H](C)[C@H](OC)CN(C)C2=O,0.3,2,-2,16,2,0,-3
CN(C[C@H](Cc1ccccc1)N(C[C@H](c1ccccc1)N(CCc1ccccc1)N=O)N=O)N=O,0.0,1,-1,-15,0,0,.
COCC(=O)Nc1ccc2c(c1)C(=O)N(C)C[C@H](OC)[C@@H](C)CN[C@@H](C)CO2,0.2,-2,.,0,.,.,.
O=C(Cc1ccncc1)NCC[C@@H]1CC[C@@H](NC(=O)Nc2ccc(Cl)cc2)[C@@H](CO)O1,-0.1,1,-4,-5,-5,2,-1
C=COCCNC(=O)Nc1ccc(Cl)cc1Cl,.,-2,1,7,.,4,2
CCCCCC(=O)Nc1ccc(S(=O)(=O)Nc2cc(OC)nc(OC)n2)cc1,.,8,0,2,2,-3,-6
CC(OC(=O)c1ccc(S(=O)(=O)NCc2ccco2)cc1)C(=O)Nc1ccccc1 (stereo not drawn),-0.1,.,-1,.,1,5,.
O=S(=O)([N-]c1nc2ccccc2nc1-[n+]1ccc(CCCc2ccccc2)cc1)c1cccs1,0.0,-4,-3,.,-4,1,-8
CN1CCN(C(=O)C[C@@H]2CC[C@H]3[C@@H](COC[C@@H](O)CN3C(=O)C3CC3)O2)CC1,0.2,3,-7,-4,-4,-8,-2
COc1ccc(C(=O)Nc2cccc(S(C)(=O)=O)c2)cc1OC,.,-3,-5,.,.,3,-2
O=C(CSc1ccc(-c2ccco2)nn1)Nc1ccccc1F,-0.2,-2,6,-2,?,7,0
COc1ccc(NC(=O)COc2coc(CN3CCc4ccccc43)cc2=O)cc1,.,-4,4,0,?,0,-1
COc1ccc(Cl)cc1NC(=O)[C@@]1(CC(=O)O)CC(/C=C/c2ccccc2)=NO1,.,-1,-21,0,14,-2,2
COc1cc(S(=O)(=O)NCCN2CCOCC2)ccc1-n1cnnn1,.,.,0,.,-4,2,-1

# A run of entries taken from the entries so far, for reference:
SMILES,E-sel inducer,PglD inh,S100A4 MyoIIA,C2C12 statin,DENV2 CPE,ERp5 block,SIRT5 block
COc1ccc(NC(=O)COc2coc(CN3CCc4ccccc43)cc2=O)cc1,.,-4,4,0,?,0,-1
COc1ccc(Cl)cc1NC(=O)[C@@]1(CC(=O)O)CC(/C=C/c2ccccc2)=NO1,.,-1,-21,0,14,-2,2
COc1cc(S(=O)(=O)NCCN2CCOCC2)ccc1-n1cnnn1,.,.,0,.,-4,2,-1

# Additional records follow:
SMILES,E-sel inducer,PglD inh,S100A4 MyoIIA,C2C12 statin,DENV2 CPE,ERp5 block,SIRT5 block
O=C(Cn1nc(C(=O)O)c2ccccc2c1=O)Nc1cccc(Br)c1,.,-1,0,23,13,-3,0
C[C@H](CO)N1C[C@H](C)[C@H](CN(C)S(=O)(=O)c2cn(C)cn2)Oc2ccc(NC(=O)c3ccncc3)cc2C1=O,-0.1,-7,8,12,-10,8,1
CCCCc1ccc(Nc2ncnc3nc[nH]c23)cc1,0.5,-2,-2,7,-5,3,6
CS(=O)(=O)N1CCCCN2[C@H](CO)[C@H](c3ccc(Br)cc3)[C@@H]2C1,-0.2,5,0,8,14,9,3
CC1CN(c2cc3nccnc3cc2F)CC(C)O1 (stereo not drawn),.,1,1,16,0,-3,0
O=C(C[C@H]1C=C[C@@H](NC(=O)Nc2cc(F)ccc2F)[C@@H](CO)O1)NCc1ccncn1,0.0,2,-10,-5,-2,7,-2
C/C(=N\Nc1ccccn1)c1ccc2c(c1)OCO2,1.0,-7,-3,-10,-4,-1,-1
Cc1ccccc1CSCC(=O)c1c(N)n(C)c(=O)n(C)c1=O,.,-1,1,-11,.,2,-3
NCCc1nnc(SCC(=O)Nc2ccc(Br)cc2)o1,.,-7,9,20,7,0,-1
Cc1cc(=O)[nH]c(SC(C)C(=O)Nc2cccc3ccccc23)n1 (stereo not drawn),.,1,-4,18,-5,-4,2
CC(C)[C@H](NC(=O)c1ccco1)C(=O)OCC(=O)N(C)c1ccccc1,3.8,0,-2,3,.,-2,-4
CN(C)CCn1nnc2c(=O)oc3ccccc3c21,2.1,.,-2,.,-1,-1,-1
CCc1ccc(CNC(=O)CCCn2nc(C)n3ccnc3c2=O)cc1,0.8,5,-1,44,-1,1,-2
NC(=S)Nc1ccc(Cl)cc1Cl,0.8,.,1,.,-2,-3,-10
C/C(=N\OC(=O)c1ccc(Br)cc1)c1ccccn1,-2.7,.,-4,.,0,2,3
CCOC(=O)c1c(NC(=O)COC(=O)CCCOc2ccc(OC)cc2)sc(C(=O)NC)c1C,.,1,-4,-4,-2,0,-4
CC(=O)Nc1ccc(CN2CCCC(CCC(=O)NCc3ccccc3F)C2)cc1 (stereo not drawn),-0.1,1,-1,.,2,2,6
O=C(CSc1nnc(COc2cccc3cccnc23)o1)N1CCCC1,.,.,5,.,11,-2,-4
[O-]/[N+](=C\c1ccco1)c1ccc(Cl)cc1,.,3,2,0,2,1,-2
COCCCNc1ccc([N+](=O)[O-])cc1C(=O)Nc1cccc(C)n1,.,.,4,.,.,7,2
COc1ccc(OC)c(COC(=O)c2cccc(S(=O)(=O)N3CCCCC3)c2)c1,-0.6,-2,10,-2,-12,2,0
CCOc1ccccc1NC(=O)C(NCCN(C)C)c1ccccc1 (stereo not drawn),0.3,.,0,.,-7,1,4
O=C(NCc1ccco1)C1CCN(S(=O)(=O)c2ccccc2C(F)(F)F)CC1,0.3,2,-1,1,-1,1,-1
Cc1ccccc1OCC(O)Cn1c(Br)nc2c1c(=O)n(C)c(=O)n2C (stereo not drawn),51*,1,1,4,3,4,-2
O=C(C1=C[C@H](c2ccccc2)C[C@H](OCc2ccc(CO)cc2)O1)N1CCN(Cc2ccc3c(c2)OCO3)CC1,0.9,0&1&-2,22&-6&4,-7,-3&-1&4,-3&6&6,5&1
COc1ccc2c3c(n(C)c2c1)[C@@H](CO)N(C(=O)CC1CC1)CC31CN(Cc2ccccc2)C1,-0.4,.,-13,.,5,4,-3
Cc1ncc([N+](=O)[O-])n1CCOC(=O)NC(NCc1cccnc1)C(Cl)(Cl)Cl (stereo not drawn),0.0,.,-4,.,1,-1,4
